TTR transcr act = TTR transcription activators in neuroblastoma reporter cells, primary screen, cell-based, luminescence, SH-SY5Y, TTR promoter Gaussia luciferase; 100% = recombinant luciferase protein wells; activation, % at 16.7 µM; 92,000 tested, 1.3% active;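 active means activation above the mean of all tested compounds plus 3 SD, cut at about 9.5% in these data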;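 further: cells exposed to compounds for one day before reading; 0% = median of all test compound wells on the plate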
The depositor's hits bear a star. This is a subset. The share of hits here may be higher or lower than overall.

SMILES	TTR transcr act
C/C=C/C=C/C(=O)N1CC[C@]23c4ccccc4N[C@H]4N(C)c5cccc6c5[C@]42CCN([C@H]6C2OC2(C)C)[C@H]13 (stereo partly specified)	-2.5
CCN(CC)CCN1C(=O)c2ccccc2NC1c1cc(OC)c(OC)c(OC)c1 (stereo unspecified)	8.3
CCOC(=O)C1=CN(Cc2ccco2)S(=O)(=O)N(C)C1c1ccccc1 (stereo unspecified)	-1.5
CC(C)N(C(=O)CSc1nnc(NC(=O)Cc2cccs2)s1)C(C)C	-0.3
O=C(CCSCCc1ccccn1)Nc1cccc([N+](=O)[O-])c1	-1.1
CCc1ccc(NC(=S)NCc2cccnc2)cc1	1.5
Cc1c(C(=O)N2CCC(Cc3ccccc3)CC2)sc2ncnc(N3CCC(C)CC3)c12	1.8
O=C(NC1CCC(O)CC1)c1cc(Cl)c2c(c1)OCCO2 (stereo unspecified)	-0.3
Cc1ccc(/C=N/Nc2nc(C(C)(C)C)cs2)o1	0.4
S=C(NCCc1ccc(Cl)cc1)NC1CCCC1	0.3
CCOC(=O)C1CCN(C(=O)CSc2ccc(Cl)cc2)CC1	2.0
Cc1ccccc1-c1ccc(=O)n(CC(=O)Nc2ccc(N3CCOCC3)cc2)n1	1.9
COCCOn1c(SCCOC)nc2ccccc2c1=O	2.1
Cc1nn(-c2ccccc2)c(N)c1N=Nc1cccnc1	-2.4
COc1ccc(Cl)cc1S(=O)(=O)NC(C)c1cnn(-c2ccccn2)c1C (stereo unspecified)	0.7
O=C(COC(=O)CCc1nc2ccccc2c(=O)[nH]1)Nc1ccc2c(c1)OCO2	0.8
CC(=O)Nc1nc(C)nc(C)c1C(C)=O	-1.1
Cc1c(C(=O)N2CCOCC2)c(S(=O)(=O)Nc2cccc(C#N)c2)c(C)n1C	1.6
COC(=O)[C@H](CCSC)NC(=O)Nc1cccc(C)c1C	0.0
Cc1cccc(OCC(=O)NCC(=O)N/N=C/c2cccnc2)c1	-1.5
NNC(=O)c1csc(COc2cc(Cl)cc(Cl)c2)n1	-0.3
C=CCn1c(=S)sc2c(=O)[nH]cnc21	1.6
Fc1cc(F)c2nc(N3CCOCC3)sc2c1	6.0
CCCCNS(=O)(=O)c1ccc(Br)cc1N1CCC[C@H]1CO	0.4
Cc1ccc(S(=O)(=O)N2CCN(C(=O)c3ccccc3)C2)cc1[N+](=O)[O-]	4.1

4 entries already listed, ordered by count of non-hydrogen atoms, descending:
SMILES	TTR transcr act
C/C=C/C=C/C(=O)N1CC[C@]23c4ccccc4N[C@H]4N(C)c5cccc6c5[C@]42CCN([C@H]6C2OC2(C)C)[C@H]13 (stereo partly specified)	-2.5
O=C(CCSCCc1ccccn1)Nc1cccc([N+](=O)[O-])c1	-1.1
CCCCNS(=O)(=O)c1ccc(Br)cc1N1CCC[C@H]1CO	0.4
Fc1cc(F)c2nc(N3CCOCC3)sc2c1	6.0

(list continues)
SMILES	TTR transcr act
O=C(O)C1OC2OC3(CCCCC3)OC2C2OC3(CCCCC3)OC12 (stereo unspecified)	-1.8
CCN(CC)C(=O)Oc1c(Cl)cc(Cl)c2cccnc12	-1.6
Cc1cc(CNC(=O)COC(=O)c2ccc(Cl)c(N)c2)cc(C)c1O	-0.7
CCNc1nc(NCC)nc(N/N=C/c2cc(OC)c(OC)c(OC)c2)n1	0.2
S=c1sc(SCCOc2ccccc2)nn1-c1ccccc1	1.5
O=C(Nc1ccc(F)cc1)OCc1cn(Cc2c(F)cccc2F)nn1	0.1
CN(C)CCCNC(=O)c1cc(C(=O)C2CCCCC2)c[nH]1	-0.3
CC(NS(=O)(=O)c1ccc2c(c1)oc(=O)n2C)c1ccccc1 (stereo unspecified)	2.8
O=[N+]([O-])c1ccc(N2CCOCC2)c([N+](=O)[O-])c1	2.0
O=C(Nc1ccc(S(=O)(=O)N2CCOCC2)cc1)C1CCN(S(=O)(=O)c2ccc(Cl)cc2)CC1	-0.7
CC(=O)Nc1sc(NC(=O)c2ccccc2)nc1-c1cccs1	-2.1
COc1ccc(N2CC(=O)N(c3ccccc3)C2=S)cc1	1.0
COc1cccc(C2=CC(=O)CCC2)c1OC	-1.0
Cc1sc2nc(C)n(/N=C/c3ccccc3O)c(=O)c2c1C	1.2
Cc1ccc(CSc2nnc(-c3ccc(NS(=O)(=O)c4ccccc4)cc3)o2)cc1	5.0
COC(=O)CN(c1cc(Cl)ccc1OC)S(=O)(=O)c1ccc(C)cc1	-2.0
O=C(COc1cccc2cccnc12)N/N=C/c1cccn1-c1ccc(F)cc1	0.1
Cc1cnc(C(=O)OCC(=O)Nc2ccccc2[N+](=O)[O-])cn1	1.1
N#CC1=C(Nc2ccccc2)SC=C(c2ccc(Br)cc2)N=C1N1CCOCC1	0.6
O=C(Oc1ccccc1-c1nnco1)c1ccccc1	-3.7
Cc1cc(=O)[nH]c(SCc2nc3ccc([N+](=O)[O-])cc3[nH]2)n1	-1.2
C=CCSc1nc2sc3c(c2c(=O)n1CC)CCc1ccccc1-3	-0.2
CCC1=NN2C(=N)/C(=C/c3ccc(OS(=O)(=O)c4ccc(C)cc4)c(OC)c3)C(=O)N=C2S1	2.5
CC(=O)c1cccc(N(CC(=O)Nc2cccnc2)S(C)(=O)=O)c1	-1.1
Nc1cccc(S(=O)(=O)Nc2ccc(SC(F)F)cc2)c1	0.5

Next section; the last 2 above are carried over.
SMILES	TTR transcr act
CC(=O)c1cccc(N(CC(=O)Nc2cccnc2)S(C)(=O)=O)c1	-1.1
Nc1cccc(S(=O)(=O)Nc2ccc(SC(F)F)cc2)c1	0.5
COc1ccc(-c2nn(-c3ccccc3)cc2/C=N/Nc2cccc(C(=O)O)c2)cc1	-0.5
Cc1ccc(NC(=O)c2cc(F)c(F)cc2Cl)nc1	-1.0
C=CCSc1n[nH]c(-c2ccccc2)n1	0.7
COc1ccc(CCN2C(=O)CSC2=Nc2ccc(C)cc2C)cc1OC	0.9
CC(OC(=O)C1CCN(S(=O)(=O)c2ccccc2C(F)(F)F)CC1)C(=O)N(C)Cc1ccccc1 (stereo unspecified)	-2.2
Cc1ccccc1CN1CCCC(C(=O)Nc2ccccc2Oc2cccnc2)C1 (stereo unspecified)	-2.7
Cc1ccc(C(=O)CC(=O)c2cc(Cl)ccc2O)cc1	0.9
COC(=O)C1=C(C)N(c2ccccc2)/C(=C/c2ccco2)C1=O	-1.1
NS(=O)(=O)c1ccc(CCNC(=O)C(=O)C2C(=O)Nc3ccccc32)cc1 (stereo unspecified)	-0.1
CC1C(=O)NN=C1C(=O)N/N=C\C(Br)=C\c1ccccc1 (stereo unspecified)	-2.4
O=C1NC(=O)/C(=C/C(=O)N2CCOCC2)S1	0.6
CCOC(=O)C1CCN(C(=O)c2cc3c(C)cc(C)cc3[nH]2)CC1	-1.6
Cc1ccc(C(=O)N/N=C\C=C\c2ccccc2[N+](=O)[O-])cn1	0.9
Cc1cc(C)c2nc(N3CCCC(C(=O)NCCCN4CCOCC4)C3)sc2c1 (stereo unspecified)	-0.7
CC1CN(Cc2csc(-c3ccc(Cl)cc3)n2)CC(C)O1 (stereo unspecified)	-2.3
O=C(CNC(=S)N(CCCN1CCOCC1)Cc1cccs1)NCCCN1CCOCC1	1.0
CCOC(=O)c1cnn(CCOC(=O)c2cccs2)c1NC(=O)c1cccs1	8.0
COc1ccc2nc(C)cc(SCC(=O)N/N=C/c3c(OC)ccc4ccccc34)c2c1	1.3
CCn1nnnc1SCC(=O)Nc1sc(C)c(C)c1C#N	1.0
Cc1ccccc1Nc1c(-c2cccnc2)nc2cccc(C)n12	-4.8
CCOC(=O)C(NC(=O)NCc1ccccc1OC)(OCC)C(F)(F)F (stereo unspecified)	4.7
C#CCOCCOCCOCCNc1nc(N2CCOCC2)nc(N2CCN(C(=O)[C@H](CC(N)=O)n3cc([C@@H](N)C(C)C)nn3)CC2)n1	-0.6
CC1(C)CC(NC(=O)C23CCC(C)(C(=O)C2=O)C3(C)C)CC(C)(C)N1 (stereo unspecified)	1.5
O=C1c2ccccc2C(=O)N1CC1c2ccccc2CCN1S(=O)(=O)c1cnc[nH]1 (stereo unspecified)	1.9
CCOC(=O)C1CCCN(c2c(N3CCOCC3)c(=O)c2=O)C1 (stereo unspecified)	-0.4
(more compounds)
SMILES	TTR transcr act
CCC(c1nnnn1-c1c(C)cccc1C)N1CCN(CCN2CCOCC2)CC1 (stereo unspecified)	-1.4
O=C1[C@@H]2[C@@H]3C[C@@H]([C@H]4ON=C(c5ccc(Cl)cc5)[C@@H]34)[C@@H]2C(=O)N1c1ccc2c(c1)OCO2	0.3
CC(CC(=O)NCCc1ccc(S(N)(=O)=O)cc1)c1ccccc1 (stereo unspecified)	1.6
O=C(CSc1nc(Nc2ccccc2)nc(N2CCOCC2)n1)Nc1cc(Cl)ccc1O	-2.4
Cc1cccc(NC2=C(NCCO)C(=O)c3ccccc3C2=O)c1	1.7
N#Cc1cccc(C(c2nnnn2Cc2ccccc2)N2CCCC2)c1 (stereo unspecified)	0.2
CN(C)CC/C=C1\c2cc(F)ccc2CSc2ccccc21	0.0
COc1ccc(-c2sc(Nc3ccccc3)n[n+]2-c2ccc(F)cc2)c(C)c1C	0.3
CCCCN1C(=O)CCC(C(=O)O)C1c1ccc(OC)cc1 (stereo unspecified)	0.8
CCCOc1ccc(/C=N/Nc2cccc([N+](=O)[O-])c2)c(O)c1	-3.5
CCOC(=O)c1cnn(-c2ccc([N+](=O)[O-])cc2)c1N	-1.4
CC(=O)N1c2ccc(S(=O)(=O)NCC3CCC(C(=O)NC4CCC(C)CC4)CC3)cc2CC1C (stereo unspecified)	-0.5
CN(CCc1ccccn1)C(=O)c1cc(COc2ccc(F)cc2F)on1	2.9
CCOC(=O)c1sc(NC(=O)c2cccc(S(=O)(=O)N3CCN(C)CC3)c2)cc1C	-2.4
Cc1cnc(C(=O)OCC(=O)Nc2cc(S(=O)(=O)N3CCCCC3)ccc2Cl)cn1	0.2
Nn1c(C2COc3ccccc3O2)n[nH]c1=S (stereo unspecified)	1.1
CCOc1ccc(NC(=O)c2ccc(NS(=O)(=O)c3cccs3)cc2)cc1	-0.1
Cc1ccc(-c2[nH]ncc2/C=N/n2c(C)nc3ccccc3c2=O)cc1	-0.2
FC(F)Oc1ccc(-n2cc(-c3ccc(Cl)cc3)[n+]3c2CCCCC3)cc1	0.3
Cc1cc2c(n1-c1ccc(Cl)cc1)CC(C)(C)CC2=O	-2.6
O=C(COC(=O)c1ccc(Cl)nc1)NCc1cccs1	1.5
O=c1cc(CSc2nnc(-c3cccnc3)n2-c2ccccc2F)nc2sccn12	-1.4
CCOC(=O)Cn1c(=O)oc2cc(S(=O)(=O)Nc3ccc(F)cc3)ccc21	3.8
Cc1ccccc1NC(=O)Cc1nnc(SCC(=O)N2CCN(c3ccccc3)CC2)n1C	-2.5
CC(=O)Cc1nsc(NC(=O)c2ccc(COc3ccccc3C)o2)n1	1.7
Other records:
SMILES	TTR transcr act
CCN1CCN(C(=O)CS(=O)(=O)Cc2nc(-c3ccccc3C)oc2C)CC1	-0.9
O=C(COC(=O)/C=C/c1ccc(Cl)cc1Cl)NCc1ccco1	-0.3
O=C(c1cccnc1)N1CCN(Cc2ccc3ccccc3c2)CC1	-2.3
CCOc1cc(CNCCN(C)C)c(Cl)cc1OCC(=O)NCCc1ccccc1	3.3
Cc1cccc(NC(=O)NNS(=O)(=O)c2ccc(F)cc2)c1	2.5
CC1COC(=O)C(NNc2ccc(Cl)c(Cl)c2)=N1 (stereo unspecified)	-1.3
Cc1cnc(CNC(=O)c2csc([C@H]3C[C@H](O)[C@@H](CO)O3)n2)cn1	5.7
C#CCn1c2ccccc2c(=O)n1C(C)C	-0.3
CC(C)c1cccc(C(C)C)c1NC(=O)COC(=O)[C@H](C)NC(N)=O	-0.5
CCOc1ccc(-c2nc(-c3ccccc3)no2)cc1OCC	-0.7
CC(C)(C)N1C(=O)c2ccc(C(=O)Nc3cc(C(=O)O)cc(C(=O)O)c3)cc2C1=O	0.9
Cn1c(SCC(=O)N2CCCCC2)nc2c([nH]c3ccccc32)c1=O	0.1
COc1cc(C(=O)N(Cc2ccccc2)c2cccc(C)c2)ccc1OC(F)F	-4.0
O=C(NC(=S)NC1CCC(O)CC1)c1ccco1 (stereo unspecified)	2.6
Oc1ccc2ccccc2c1C=NNc1ccccn1	2.5
COc1ccc(Br)cc1S(=O)(=O)Nc1ncn[nH]1	1.7
CCc1cc2c(=O)[nH]c(Cc3ccc(OC)cc3)nc2s1	-0.1
COc1ccccc1OCC(=O)N/N=C/C=C/c1ccc([N+](=O)[O-])o1	-3.0
Cc1ccc(S(=O)(=O)N2CCC[C@H]2C(=O)OCc2cc(=O)oc3cc(C)ccc23)cc1	0.6
CN(c1ccccc1)S(=O)(=O)c1cccc(C(=O)OCC(=O)NCCCN2CCCC2=O)c1	-0.6
C[C@@H](c1ccccc1)N1Cc2ccccc2Oc2cc(Br)ccc2S1(=O)=O	1.3
COc1cccc(C(=O)Nc2ccc(NC(=O)c3cc4ccccc4o3)c(OC)c2)c1	6.2
O=C(N/N=C/c1cc([N+](=O)[O-])ccc1O)c1cccc2ccccc12	3.0
Cc1ccc(C2C=C(c3ccc4c(c3)OCO4)Nc3ncnn32)cc1 (stereo unspecified)	-1.5
C#CCNC(=O)C[C@H]1C[C@@]2(C(=O)OCC)CCCC3=C2N(CCC3)C1=O	1.4
CC1(Cc2ccc(F)cc2)C(=O)Nc2c(Cl)ccc(Cl)c21 (stereo unspecified)	1.2
CCc1ccccc1OCC(=O)NCC1COc2ccccc2O1 (stereo unspecified)	1.6

Reprinted at random: 4 compounds from above.
SMILES	TTR transcr act
COc1ccccc1OCC(=O)N/N=C/C=C/c1ccc([N+](=O)[O-])o1	-3.0
COc1cccc(C(=O)Nc2ccc(NC(=O)c3cc4ccccc4o3)c(OC)c2)c1	6.2
C[C@@H](c1ccccc1)N1Cc2ccccc2Oc2cc(Br)ccc2S1(=O)=O	1.3
Oc1ccc2ccccc2c1C=NNc1ccccn1	2.5
